Screening data from PubChem BioAssay.
PKM2 activator – PKM2 (human) enzyme activation. purified PKM2, Kinase-Glo ATP luminescence, activation; response scale: 0% is enzyme alone, no compound. AID 1631. Potency, µM (highest dose often 57.5 µM), inactives show at the highest dose activation, most hits filed as activators. 260,000 compounds, 0.34% hits; further: potency means the concentration at half of the fitted maximal effect; on the % scale 0 is the no-effect control and ±100 the full control effect; nearly all actives have a fitted effect of over 55% in size
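Purified hPK-M2 (>95%) run at intermediate activity with 0.1 mM ADP and 0.5 mM PEP in 50 mM imidazole pH 7.2, KCl, MgCl2; 1 h room temperature. ATP formed read by Kinase-Glo luminescence; normalized to uninhibited and no-enzyme controls.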
Giardia killer – kills Giardia lamblia; activity change, % at 7.66 µM, hits read low; AID 540267; 340,000 compounds, 0.15% hits; Giardia lamblia trophozoite viability; in the data active means activity change below about -80%; inconclusive means between about -30% and that limit;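 further: parasites exposed to compound for two days anaerobically before the ATP read; on the % scale 0 is the no-effect control and ±100 the full control effect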
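Luminescence from cellular ATP indicates surviving trophozoites (100 cells/well) following 48 hrs anaerobic compound treatment at 37 deg C; signal develops 15-30 min at room temperature.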
TSG101-PTAP inh – blocks PTAP/TSG101 interaction to inhibit HIV-1 budding; Q99816; Fluorescence polarization, FITC-PTAP peptide / Tsg101 binding; Potency, µM (doses to about 115 µM), for inactives: top-dose activity change, negative = inhibition, usual class: inhibitors; 340,000 tested, under 10 active; AID 493005; active means well fitted inhibition curve with a large enough effect in the main read-out, with a control signal flat, not every such curve was filed as active; inconclusive means small, poorly fitted or top-dose-only effect, or effect the other way, or a change in a side signal; inactive means no such curve, though single readings can be large or run the other way; further: potency means the concentration at half of the fitted maximal effect; % of control where 0% means no effect
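Tsg101 binding domain (10 uM final) was mixed with compound and a FITC-labeled PTAP peptide (50 nM final) in HEPES pH 7.5 buffer with NaCl, Tween 20, EDTA and TCEP; fluorescence polarization was read after 20 min at r.t.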
B2AR arrestin – beta2AR (human) beta-arrestin recruitment activity. P07550. beta-arrestin recruitment to beta2AR, cell-based reporter. Potency, µM (doses to about 46.1 µM), for inactives: at the highest dose activation, usual class: activators. 330,000 compounds, 0.02% hits. AID 492947;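 further: potency means the concentration at half of the fitted maximal effect; 0% = DMSO controls and full agonism = EC100 isoproterenol or metaproterenol; nearly all actives have a fitted effect of over 65% in size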
a7 integrin act – activators of alpha7 integrin expression for muscular dystrophy | 350,000 compounds, 0.064% hits | alpha7betagal myoblasts, beta-gal FDG fluorescence, 48 h | Potency, µM (highest dose often 38.3 µM), without a hit: top-dose activation, actives largely listed as activators;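 further: potency means the concentration at half of the fitted maximal effect; 100% = response of the positive control SU9516; nearly all actives have a fitted effect of over 60% in size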
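Alpha7betagal+/- myoblasts (passage 13) were plated 16-24 hr, then exposed to compounds (1:260 dilution of DMSO stock) for 48 hours at 37C. After MPER lysis, β-galactosidase reporter activity was read as FDG fluorescence (ex 480/em 540) after 30 minutes.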
BCR signal inh – chronic active BCR signaling inhibition; ABC-DLBCL IkBa-CBG/CBR reporter, luminescence ratio, 4 h; Potency, µM (series often up to 46.1 µM), for the others: top-dose ratio change, negative = lower green/red ratio, usual class: inhibitors; 340,000 compounds, 0.05% hits; AID 493014; active means well fitted inhibition curve with a large enough effect in the signal ratio, with a control signal flat, not every such curve was filed as active; inconclusive means small, poorly fitted or top-dose-only effect, or effect the other way, or a change in a side signal; the % refers to the signal ratio;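 further: potency means the concentration at half of the fitted maximal effect; plate controls were basal doxycycline-induced cells for no effect and cells given 10 µM MG132 for full effect; MG132 reads +100%, hits lower the ratio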
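Concentration-response series (up to 46 uM) were applied to TMD8 dual-reporter cells for 4 h at 37C with doxycycline. Green/red ratio, after filter-overlap correction, defined %Activity; red signal alone was normalised to basal cells and zero luminescence.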
Menin-MLL TR inh – inhibitors of human menin-MLL interaction, mutant MLL peptide. 270,000 compounds, 0.23% hits. AID 1768. Potency, µM (series often up to 61.6 µM), for inactives: at the top dose FP activity change, negative = inhibition, hits mostly inhibitors. O00255. Menin + Texas Red MLL mutant peptide, fluorescence polarization; active means well fitted inhibition curve with a large enough effect in the polarisation, with a control signal flat, not every such curve was filed as active; inconclusive means small, poorly fitted or top-dose-only effect, or effect the other way, or a change in a side signal; inactive means no such curve, though single readings can be large or run the other way; the % refers to the polarisation; further: potency means the concentration at half of the fitted maximal effect; % of control where 0% means no effect; many of its hits are not listed in these tables
FBPA coupling cs – counter-screen for Giardia aldolase inhibitors: coupling enzyme system; coupling enzyme system counterscreen, AmpLite Red fluorescence; activity change, negative = inhibition, % at 58.2 µM, hits read low; 290,000 compounds, 0.67% hits; in the data active means activity change below about -30%; further: on the % scale 0 is the no-effect control and ±100 the full control effect
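Compounds tested against the coupling enzymes alone at 57.5 uM final; readout was AmpLite Red fluorescence (525/598 nm) after 20 min at RT.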
S-ASM inh – human S-ASM enzyme inhibition | P17405 | Potency, µM (top dose mostly 57.5 µM), without a hit: at the top dose activity change, negative = inhibition, hits mostly inhibitors | AID 504937 | placental ASM, HMU-PC fluorogenic substrate, 60 min | 340,000 compounds, 0.006% hits; further: potency means the concentration at half of the fitted maximal effect
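Steps: dispense placental human ASM, pin compound, wait 10 min at room temperature, add HMU-PC0 substrate at 9 uM final, incubate 60 min at 37 °C, add stop solution raising pH to 10, read fluorescence.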
Tb PFK block – inhibitors of T. brucei phosphofructokinase. O15648. T. brucei PFK, ADP-Glo luminescence. Potency, µM (titrated, usually from 57.5 µM), for the others: at the top dose activity, negative = inhibition, most hits filed as inhibitors. 330,000 compounds, 0.17% hits;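 further: potency means the concentration at half of the fitted maximal effect; 0% = uninhibited 1x PFK enzyme wells and -100% = no-enzyme wells; nearly all actives have a fitted effect of over 60% in size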
Target sequence (O15648 whole entry, looked up): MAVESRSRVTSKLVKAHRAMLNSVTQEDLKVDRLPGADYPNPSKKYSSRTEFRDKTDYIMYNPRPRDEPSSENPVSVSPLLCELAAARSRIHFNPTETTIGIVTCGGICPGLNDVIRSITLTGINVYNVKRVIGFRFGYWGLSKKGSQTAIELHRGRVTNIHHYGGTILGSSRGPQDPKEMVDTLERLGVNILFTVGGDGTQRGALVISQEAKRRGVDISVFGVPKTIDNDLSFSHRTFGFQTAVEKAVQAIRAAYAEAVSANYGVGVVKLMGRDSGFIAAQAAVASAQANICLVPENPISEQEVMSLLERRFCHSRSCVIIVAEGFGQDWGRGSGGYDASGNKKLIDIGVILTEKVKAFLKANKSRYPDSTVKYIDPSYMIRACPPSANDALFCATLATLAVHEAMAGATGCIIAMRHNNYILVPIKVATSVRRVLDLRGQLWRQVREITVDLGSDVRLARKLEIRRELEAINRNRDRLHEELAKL
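PFK 1.25 nM, F6P 0.5 mM, ATP 0.1 mM, 0.1 M TEA pH 8.0, 5 mM MgCl2, 0.01% Tween20, 0.1% BSA; 45 min RT. ADP-Glo readout. qHTS titration up to 57 uM; curves fitted, compounds curve-classed.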
GALK inhibitor – galactokinase (human) inhibition | Purified GALK, Kinase-Glo residual ATP luminescence | Potency, µM (titrated, usually from 57.5 µM), inactives show top-dose activity change, negative = inhibition, most hits filed as inhibitors | 270,000 compounds, 0.007% hits; further: potency means the concentration at half of the fitted maximal effect; on the % scale 0 is the no-effect control and ±100 the full control effect
Target sequence (P51570 whole entry, looked up): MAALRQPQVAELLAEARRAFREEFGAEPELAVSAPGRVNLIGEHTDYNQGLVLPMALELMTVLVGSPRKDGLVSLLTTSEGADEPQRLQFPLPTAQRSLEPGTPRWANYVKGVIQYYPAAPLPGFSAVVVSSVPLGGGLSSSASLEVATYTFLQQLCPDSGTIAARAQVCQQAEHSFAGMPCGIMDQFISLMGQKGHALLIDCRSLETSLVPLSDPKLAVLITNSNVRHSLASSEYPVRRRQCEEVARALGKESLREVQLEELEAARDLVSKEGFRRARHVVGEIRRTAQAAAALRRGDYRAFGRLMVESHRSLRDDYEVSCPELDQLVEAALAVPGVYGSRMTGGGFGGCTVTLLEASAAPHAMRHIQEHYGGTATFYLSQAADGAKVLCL
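The enzyme phosphorylates galactose (100 uM) using ATP (35 uM); inhibition is detected as higher residual ATP, quantified by bioluminescence after 1 h reaction at room temperature, pH 8.0.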
* marks the source's active call; other numbers are inactive results; ? = inconclusive; . = not tested or not shown; [ ] = dose if it differs, or a comment. Unless noted, the call rests on the fitted dose curve; in most records, active means well fitted curve in the direction sought with a large enough effect; inconclusive means small, poorly fitted or top-dose-only effect, or another doubt; inactive means no such curve, though single readings can be large; an effect the other way counts as inactive or inconclusive. Not all compounds are listed (hit frequency here may not be typical).

SMILES	PKM2 activator	Giardia killer	TSG101-PTAP inh	B2AR arrestin	a7 integrin act	BCR signal inh	Menin-MLL TR inh	FBPA coupling cs	S-ASM inh	Tb PFK block	GALK inhibitor
Cc1cc(C)n2[nH]c(=O)c(N=Nc3ccccc3)c2n1	-17%	26	-7%	0.2%	-8%	?	-1%	1	-7%	1%	0%
COC(=O)C1=C(C)NC(C)=C(C(=O)OC)C1c1cn(-c2ccccc2)nc1-c1ccco1	2%	20	-6%	4.4%	41%	0%	17%	5	40%[activator]	-7%	2%
O=C(NCC(=O)N(CC1CCCO1)C(C(=O)NC1CCCC1)c1ccc(F)cc1)c1ccco1 (stereo not given)	-4%	-2	-2%	0.1%	-19%	1%	1%	1	3%	5%	0%
CN(C)c1ccc(CNc2ccc3c(c2)ncn3C(C)(C)C)cc1	.	20	-1%	-0.2%	-6%	2%	-19%	0	6%	-8%	2%
CN1CCN(CP(=O)(N2CCOCC2)N2CCOCC2)CC1	-2%	-7	-4%	0.0%	27%	0%	-2%	1	5%	-3%	1%
O=C(NCc1ccc2c(c1)OCO2)C1CCN(c2ncccn2)CC1	4%	1	-3%	-0.5%	10%	0%	-5%	-1	1%	0%	1%
Cc1ccccc1NC(=O)COC(=O)c1c[nH]c(=O)[nH]c1=O	4%	-8	0%	-0.1%	8%	4%	25%	0	1%	-1%	-3%
Cn1c(N)c(C(=O)COC(=O)c2ccc(S(=O)(=O)N3CCCCC3)cc2)c(=O)n(C)c1=O	-11%	.	.	0.4%	.	1%	-1%	2	.	-4%	7%
O=C1CC(NS(=O)(=O)c2ccc([N+](=O)[O-])cc2)CN1c1ccc2c(c1)OCCO2 (stereo not given)	.	8	-2%	-0.4%	-10%	?	.	.	.	-4%	.
CCOc1ccc(NC(=O)c2ccc(C#CC(C)(C)O)cc2)cc1	1%	5	-4%	0.1%	-14%	-2%	1%	3	-2%	5%	1%
N#Cc1c(Nc2ccccc2)c(C=NCCN2CCOCC2)c[nH]c1=O	-11%	-5	-4%	-1.0%	4%	0%	-14%	-9	11%	1%	6%
CCCCN1C(=O)/C(=C/C=C2\Oc3ccccc3N2CC)SC1=S	0%	21	?	0.5%	44%	-1%	?	-7	-22%	-11%	3%
CCCCN(C(=O)c1cc(-c2ccco2)nc2ccccc12)c1c(N)n(CCCC)c(=O)[nH]c1=O	.	-4	5%	-0.1%	-24%	2%	.	.	64%[activator]	-24%	.
Cc1ccc2c(c1)N(C(=O)CCC(=O)NCCCN1CCN(C)CC1)CCO2	1%	16	0%	0.3%	-11%	3%	0%	2	3%	1%	.
CC(=O)N1/C(=C/c2ccc(N(C)C)cc2)C(=O)c2ccccc21	-2%	-17	2%	-0.2%	-50%[inhibitor]	?	-18%	-3	-8%	-12%	-1%
Cn1cnc([N+](=O)[O-])c1Oc1cccc2ccccc12	-3%	-4	-7%	-0.6%	-54%[inhibitor]	?	7%	0	13%	-5%	0%
O=C(CN1C(=O)/C(=C\c2cccc(F)c2)Oc2ccccc21)N1CCN(c2ccccn2)CC1	0%	-7	0%	-0.9%	4%	3%	11%	-1	127%[activator]	3%	1%
Cc1ccc(NC(=S)N2CC(C)OC(C)C2)cc1C (stereo not given)	-16%	-5	-4%	-0.8%	?	0%	.	.	0%	1%	6%
Cc1ccc(C(=O)n2nnc3ccccc32)cc1[N+](=O)[O-]	-21%	-6	1%	-0.2%	20%	-3%	4%	1	4%	-5%	0%
O=C(NC1CCN(C(=O)c2ccccc2Br)CC1)c1ccccc1	.	-10	1%	0.5%	-9%	?	-2%	-1	-2%	-1%	2%
NCCCC[C@@H](C(=O)N1CCNCC1)n1cc([C@@H](N)CO)nn1	-1%	1	-8%	-0.3%	19%	0%	0%	2	11%	-4%	0%
Cc1nc(NC(=O)C2CC2)sc1C(=O)Nc1cccc(Cl)c1	0%	-6	-6%	-0.4%	-13%	?	48%[activator]	0	-7%	2%	-3%
CCCC[n+]1ccn(-c2nc3c([N+](=O)[O-])cccc3n2C)c1	1%	2	-4%	0.4%	-40%	7%	7%	-2	-2%	0%	6%
C=CCOC(=O)C1=C(C)NC(SCC(N)=O)=C(C#N)C1c1cccs1 (stereo not given)	-3%	10	0%	-0.3%	8%	?	13%	1	11%	-2%	.
COC(=O)c1ccc(NS(=O)(=O)c2ccc(S(=O)(=O)N3CCOCC3)cc2)cc1	.	6	-4%	-0.1%	43%	-1%	.	.	-1%	1%	.
SMILES	PKM2 activator	Giardia killer	TSG101-PTAP inh	B2AR arrestin	a7 integrin act	BCR signal inh	Menin-MLL TR inh	FBPA coupling cs	S-ASM inh	Tb PFK block	GALK inhibitor
O=C(COc1ccccc1Cl)N1CCc2ccccc21	-2%	-10	-8%	0.0%	-9%	-7%	?	-2	1%	3%	14%
O=C(CCS(=O)(=O)Cc1ccc(Cl)cc1)NCCCN1CCN(c2ccccc2F)CC1	5%	16	-1%	0.1%	-36%	?	-2%	3	2%	4%	1%
O=C1ON=C(c2cccc([N+](=O)[O-])c2)/C1=C/c1ccc(O)cc1	25%	27	0%	-0.1%	-36%	6%	?	3	0%	1%	-6%
Cc1ccc(NC(=O)CSCC(=O)NCCc2ccccc2)cc1	0%	-5	-1%	0.9%	6%	-8%	.	.	-1%	-14%	6%
CCOC(=O)c1cc2n(n1)C(C(F)(F)C(F)(F)F)CC(C)N2 (stereo not given)	-6%	0	-1%	-0.1%	3%	1%	0%	0	0%	-6%	4%
CC1(C)C(=O)C2(C(=O)NCc3ccccc3)CCC1C2 (stereo not given)	-6%	-8	-2%	0.0%	-12%	4%	2%	1	53%	-5%	-2%
COc1ccc(NC(=O)N2CCCC2C(=O)Nc2ccc(C)cc2C)cc1 (stereo not given)	-7%	25	-1%	0.1%	-17%	-3%	6%	1	0%	-4%	-3%
O=C(CSc1nc2ncc(Br)cc2[nH]1)Nc1ccccc1-c1ccccc1	7%[0.46 µM]	4	-2%	0.0%	-9%	?	45%[activator]	-3	-12%	-1%	6%
N=c1nc(N)nc2n1NC(c1ccc(F)cc1)=CS2	0%	24	-1%	2.3%	-14%	-1%	?	0	-6%	1%	4%
O=C(Nc1ccc(S(=O)(=O)N2C[C@@H]3C[C@@H](C2)c2cccc(=O)n2C3)cc1)c1ccc(F)cc1	.	2	-1%	0.2%	.	-2%	.	.	-4%	-1%	.
c1ccc(-c2cc(-c3nnc4sc(-c5ccccn5)nn34)[nH]n2)cc1	-8%	11	-3%	-0.4%	-3%	?	11%	2	-7%	7%	2%
CON(C)c1nc(OCCNC(=O)OCc2ccc(Cl)cc2C)nc(N(C)C)n1	1%	25	-6%	-0.5%	8%	-3%	-25%	4	-3%	-5%	0%
Cc1cc(/C=C(/C#N)C(=O)O)c(C)n1CCC(C)C	-5%	-2	-1%	-0.9%	9%	9%	-9%	24	8%	0%	1%
Cc1nc2ccccn2c1-c1nnco1	-5%	-12	-4%	-0.3%	-6%	-1%	-7%	-1	1%	-5%	-1%
COc1ccccc1N1CCN(C(=O)CSc2nc(C)c(Cc3ccccc3)c(=O)[nH]2)CC1	13µM*	1	-6%	0.1%	-9%	-6%	-13%	6	2%	0%	-3%
O=C(NCc1ccccc1)c1cc(-c2cccs2)on1	-6%	6	-3%	-0.2%	?	?	-7%	9	0%	-8%	2%
O=C(CNCCc1ccc(F)cc1)Nc1cc(F)ccc1F	.	2	-8%	-0.8%	-14%	1%	3%	0	-1%	5%	0%
C=CCn1c(=O)c2c(nc3n2CCCN3Cc2ccccc2)n(C)c1=O	?	2	-2%	-0.7%	3%	?	-2%	2	-2%	2%	-1%
COCCNC(=O)NC(=O)CN1CCN(C(c2ccccc2)c2ccccc2)CC1	-6%	33[activator]	-2%	-0.4%	3%	-13%	-21%	0	0%	3%	1%
COC(=O)c1ccccc1NC(=O)CCCN1C(=O)C(c2ccccc2)Oc2cccnc21 (stereo not given)	.	13	-5%	-0.4%	-15%	?	?	-4	-5%	3%	-1%
CN(C)/C=N/C(=S)Nc1ccccc1F	-2%	4	-2%	-0.1%	-17%	?	-10%	-1	0%	1%	3%
COc1cc(C2C(C(=O)OCCC#N)=C(C)NC3=C2S(=O)(=O)c2ccccc23)cc(OC)c1OC (stereo not given)	2%	1	3%	0.6%	-1%	-26%	10%	0	1%	1%	-1%
Cc1[nH]c2ccccc2c1C(=O)C(=O)NCCCc1ccccc1	.	-11	-8%	0.1%	-17%	-12%	.	.	-2%	1%	-9%
